# Source: PubChem BioAssay (NMMLSC)
# VLA-4 antagonist – inhibitors of LDV-FITC binding to Mn2+-activated VLA-4, primary screen, Jurkat cells; LDV-FITC binding with Mn2+, flow cytometry; 100% = Mn2+-driven binding gain fully reversed; inhibition, % at 10 µM (by protocol); AID 529, 2006; actives 0.2% (n = 24,000);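 active = inhibition above 50%; inconclusive = compound itself fluorescent, judged against control cell fluorescence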;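 also: 0% = Mn2+ stimulated cells lacking compound and 100% = ligand binding without Mn2+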
# Target sequence (P13612 whole entry, looked up): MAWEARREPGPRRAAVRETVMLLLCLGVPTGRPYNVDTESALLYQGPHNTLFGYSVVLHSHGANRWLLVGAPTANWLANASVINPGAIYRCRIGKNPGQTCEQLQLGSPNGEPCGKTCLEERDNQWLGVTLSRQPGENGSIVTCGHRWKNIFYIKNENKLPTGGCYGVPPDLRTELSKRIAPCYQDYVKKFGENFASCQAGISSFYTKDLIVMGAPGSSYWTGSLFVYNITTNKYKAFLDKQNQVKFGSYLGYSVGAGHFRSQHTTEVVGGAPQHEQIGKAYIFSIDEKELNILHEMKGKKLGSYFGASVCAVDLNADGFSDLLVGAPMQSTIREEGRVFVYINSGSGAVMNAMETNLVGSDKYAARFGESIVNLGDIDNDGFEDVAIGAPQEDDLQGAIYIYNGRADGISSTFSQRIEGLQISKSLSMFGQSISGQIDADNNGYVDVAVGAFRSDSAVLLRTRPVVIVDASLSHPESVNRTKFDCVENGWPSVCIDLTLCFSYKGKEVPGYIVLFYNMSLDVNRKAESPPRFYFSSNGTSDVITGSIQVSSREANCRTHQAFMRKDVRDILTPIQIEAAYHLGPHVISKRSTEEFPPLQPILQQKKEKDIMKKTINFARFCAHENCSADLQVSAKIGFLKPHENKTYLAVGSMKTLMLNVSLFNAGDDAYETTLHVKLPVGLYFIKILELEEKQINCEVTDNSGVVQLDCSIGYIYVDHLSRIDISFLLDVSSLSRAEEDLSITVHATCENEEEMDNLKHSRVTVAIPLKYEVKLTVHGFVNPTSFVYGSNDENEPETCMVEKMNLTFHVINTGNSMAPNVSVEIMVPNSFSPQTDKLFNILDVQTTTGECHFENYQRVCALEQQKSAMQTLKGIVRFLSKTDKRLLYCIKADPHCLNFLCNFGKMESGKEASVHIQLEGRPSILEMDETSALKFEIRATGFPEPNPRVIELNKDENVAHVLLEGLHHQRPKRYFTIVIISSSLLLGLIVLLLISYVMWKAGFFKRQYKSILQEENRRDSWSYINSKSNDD
# VLA-4 agonist – enhancers of LDV-FITC binding to VLA-4 integrin, primary screen, Jurkat cells, flow cytometry; Integrin alpha-4 (Homo sapiens), P13612; activation, % at 10 µM (by protocol); 24,000 tested, under 10 active; AID 528, 2006;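 active = fluorescent ligand binding to cells raised by more than 40% of the manganese-induced maximum; inconclusive = compound's own fluorescence above 85% of the ligand control signal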;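 also: 0% = ligand binding without compound and 100% = manganese-stimulated maximal binding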
# LNCaP diff act – activators of LNCaP prostate cell differentiation, primary screen, flow cytometry side scatter | 4 d | side scatter shift, % at 10 µM | actives 0.56% (n = 24,000);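 active = side scatter shift above 30%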;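 also: androgen-responsive LNCaP prostate cancer cells in charcoal-stripped serum medium; percent of cells past a gate set so DMSO wells show 10% shift; higher shift means more granular cells and more differentiation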
# Autofluor Jurkat – compound autofluorescence on Jurkat cells, primary screen, artefact control for VLA-4 allosteric ligand project, cell-based, flow cytometry. active compounds read high; 1 = vehicle-only cell background. actives 0.61% (n = 24,000). AID 576, 2007. fluorescence ratio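 (tested at 10 µM compound in the well)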;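 active = fluorescence ratio above 2.44, which is 1 plus 3 SD of all ratios; inconclusive = signal too bright to measure linearly, ratio around 10 or more; inactive = fluorescence ratio below 2.44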;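 also: green fluorescence of cells measured with 488 nm excitation and 530 nm emission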
# Active calls of the source: *; ? = inconclusive; . = no result given. The list is partial. The share of hits here may be higher or lower than overall.
compound,VLA-4 antagonist,VLA-4 agonist,LNCaP diff act,Autofluor Jurkat
CCCC(=O)Nc1ccccc1-c1nnn(CC(=O)Nc2ccc(OCC)cc2)n1,-26,2,9,0.97
COc1cc2c(cc1OC)C(C)N(C(=O)Cn1ncc3c1-c1ccccc1OC3)CC2 (centres undefined),0,-1,10,1
COc1cc(OC)cc(C(=O)NCCN2CCOCC2)c1,22,3,17,1
Cc1cccn2c(=O)c(/C=N/O)c(N3CCCCC3)nc12,2,-9,10,1.1
Cc1ccc(S(=O)(=O)Cn2nnnc2C(C(C)C)N2CCN(C(=O)c3ccco3)CC2)cc1 (centres undefined),-20,8,3,1.1
COCCN(Cc1cc2cccc(C)c2[nH]c1=O)C(=O)c1ccccc1,-6,2,9,1
Cc1ccc(Cn2c(=N)c(C(=O)NCc3ccco3)cc3c(=O)n4ccccc4nc32)cc1,-16,8,21,1.1
Cc1ccc(NC(=O)COC(=O)c2ccn(C)n2)cc1,0,-2,8,0.97
COC(=O)CSc1nnc(CNC(=O)c2cc(OC)c(OC)c(OC)c2)n1C,-3,2,12,0.97
O=C(OCCn1cncn1)c1cc2ccccc2oc1=O,-3,-4,9,1.1
CCCCn1c(SCC(=O)NCc2ccccc2)nc2ccc(N3CCOCC3)cc2c1=O,5,-5,7,1.1
Cc1ccccc1CS(=O)(=O)CCC(=O)NCc1ccccn1,5,0,12,0.97
CSCCC(NS(=O)(=O)c1ccc2c(c1)oc(=O)n2C)C(=O)NC1CCC(C)CC1 (centres undefined),-1,5,11,1.2
CCCCNC(=O)CC1C(=O)N(Cc2ccccc2)C(C)c2nc3ccccc3n21 (centres undefined),6,7,8,1
Cn1nc(-c2ccc(N3CCCCC3)c(NC(=O)c3ccco3)c2)c2ccccc2c1=O,-2,0,9,1.1
CCOC(=O)c1sc(NC(=O)CSc2nc3c(cc2C#N)CCC3)c(C#N)c1C,-23,0,5,1
O=C(c1c(Cl)nc2sccn12)N(C(=O)c1c(Cl)nc2sccn12)c1ccc(Cl)cn1,-18,0,5,0.92
Nc1cc(OC(=O)c2ccccc2Br)nn1S(=O)(=O)c1ccccc1,?,?,3,1
O=C(OCCN(CCOC(=O)c1ccncc1)S(=O)(=O)c1cccs1)c1ccncc1,0,4,8,1
CCN(CC)C(=O)CSc1nc2cc3c(cc2c(=O)n1Cc1ccc2c(c1)OCO2)OCO3,-10,-1,8,1.2
Nc1nc2ccccc2n1/N=C/c1ccc(Br)cc1,-3,-3,10,1.1
CC(=O)N1CCCc2cc(S(=O)(=O)CCC(=O)N3CCN(c4cccc(C)c4)C(C)C3)ccc21 (centres undefined),10,-3,13,1.1
COc1ccc(C(=O)Nc2cc(-c3nn4c(C)nnc4s3)ccc2C)cc1,-1,2,7,1.1
O=C(CN1CCOc2ccccc21)N1CCCC1,-19,5,8,1
O=C(CN1C(=O)CCSc2ccccc21)Nc1ccccc1,-6,2,8,1.1
COCCCn1c2nc3ccccc3nc2c2c(=O)n(-c3ccccc3OC)cnc21,-18,6,1,1.1
COc1cccc(Oc2cn[nH]c2-c2ccc(O)cc2O)c1,-9,2,5,0.97
CCCCn1c(SCC(=O)N2CC(=O)Nc3ccccc32)nnc1-c1ccoc1C,-3,-6,11,1.1
COc1cccc(C(CC(=O)NCCN2CCOCC2)NS(=O)(=O)c2ccc(C)cc2)c1OC (centres undefined),-2,-14,11,1
CC(=O)OCC1=C(C(=O)O)N2C(=O)[C@@H](NC(=O)Cc3cccs3)[C@H]2SC1,-21,2,8,1.1
CCOC(=O)C1CCN(C(=O)C2CCN(S(=O)(=O)c3c(C)noc3C)CC2)CC1,10,0,8,1.1
O=C1CC(c2ccccc2)CC(O)=C1C=NCCCN1CCOCC1 (centres undefined),-15,5,12,1
CC(=O)Nc1ccc(S(=O)(=O)Nc2nc3n(n2)C(c2ccccc2)CC(=O)N3)cc1 (centres undefined),-9,0,11,1.1
O=C(Cn1cnc2c(cnn2-c2ccc(F)cc2)c1=O)OCc1ccccc1,-4,0,14,1.1
CCOc1ccc2c(c1)sc1nc(C(=O)OC)cc(=O)n12,-4,-2,11,0.98
CN(C1CCCCC1)S(=O)(=O)c1ccc(S(=O)(=O)N2CCCC2)cc1,-32,7,6,0.96
Cc1ccccc1-n1c(Cn2c(=O)sc3ccccc32)nnc1SCC(=O)Nc1nccs1,-9,1,14,1.3
CCOC(=O)C1CCCN(c2c(NCCCN3CCCC(C)C3)c(=O)c2=O)C1 (centres undefined),-11,5,5,0.97
COC(=O)CCC(=O)Nc1cccc(Cl)c1,9,-2,13,1
CC(=O)c1c(C)nc2nonc2c1N,-7,4,8,1
COc1cccc(-c2cc(C(=O)N3CCCCCC3)no2)c1,8,1,2,0.99
CCOc1ccc(C2N(c3ccc(F)cc3)C(=O)C3CCCN32)cc1 (centres undefined),7,-3,2,1.1
Cc1cc(C(=O)CSCCCn2c(=O)[nH]c3ccccc32)c(C)n1C,-11,1,15,1.1
O=C(C1CC1)N1CCc2cc(S(=O)(=O)NC3CCN(Cc4ccccc4)CC3)ccc21,8,-3,6,1.1
Cn1c(=O)cc(OCC(=O)NCCCN2CCN(c3cccc(Cl)c3)CC2)c2ccccc21,6,-6,17,1.1
CCC(=O)N1CC(C)C(=O)Nc2ccccc21 (centres undefined),-13,4,12,0.97
COc1ccccc1CNC(=O)CCCn1c(=O)c2ccccc2n(CC(=O)NC2CCCC2)c1=O,-2,4,3,0.97
O=C(C1CCCCC1)N1CCC(c2nc3c(nnn3Cc3c(F)cccc3Cl)c(=O)[nH]2)CC1,-12,-30,5,1.3
COc1ccc(-c2nc(CSCC(=O)N3CCc4ccccc43)c(C)o2)cc1OC,30,-9,7,1.3
CCOC(=O)c1[nH]c2c(c1C)C(=O)CC(c1ccc(F)cc1)C2 (centres undefined),18,1,4,0.95
COc1ccc(C(=O)NCCCCCC(=O)O)cc1OC,-10,4,11,1
O=S(NCc1ccco1)C12CC3CC(CC(C3)C1)C2 (centres undefined),8,0,18,1.1
CCOc1cccc2cc(-c3cn4cc(C)ccc4n3)c(=O)oc12,-19,6,57*,1
Cc1c(C)n(C)c2ccc(C(=O)NCc3cccs3)cc12,1,-3,4,1
CC(C)c1ccc(NC(=O)C(c2ccc3c(c2)OCO3)N2CCC3(CC2)OCCO3)cc1 (centres undefined),54*,-4,7,1.1
Cc1ccc(Cn2c(=O)cc(C(=O)O)c3ccccc32)cc1,12,1,4,1
COCCN1Cc2cccc(C(=O)Nc3ccc4c(c3)OCCO4)c2C1=O,-4,3,10,1
CCOC(=O)c1sc(NC(=O)C2CC=CCC2C(=O)O)nc1C (centres undefined),-28,0,3,0.98
COc1ccc(C)cc1NC(=O)C1CCCN(S(=O)(=O)c2c(C)noc2/C=C/N(C)C)C1 (centres undefined),?,?,.,1.5
COC(=O)c1c(-c2ccco2)csc1NC(=O)C1CC=CCC1C(=O)O (centres undefined),-6,3,20,1.1

# Carrying on.
compound,VLA-4 antagonist,VLA-4 agonist,LNCaP diff act,Autofluor Jurkat
Cn1c2ccc(Cl)cc2c2nc3ccccc3nc21,-5,4,10,1.1
O=C1NC2=C(C(=O)CCC2)C(c2ccc3ncccc3c2)N1 (centres undefined),4,1,3,1
O=C1c2ccccc2C(Nc2ccc3c(c2)OCCO3)N1Cc1ccccc1 (centres undefined),-5,2,9,1.1
CCC(CC)C(=O)NCCc1cc2c(OC)ccc(OC)c2[nH]c1=O,2,-8,12,1
CCOC(=O)C1C2C=CC3(CN(c4ccc(Cl)c(F)c4)C(=O)C13)O2 (centres undefined),4,1,4,1
O=c1c2[nH]c3ccccc3c2ncn1CCCn1ccnc1,-4,-10,4,1.1
COCC(=O)NC(c1ccccc1)c1ccccc1,-13,5,14,0.98
Cc1nc2c(C(=O)NCc3ccccc3)c[nH]n2c(=O)c1Cl,1,2,3,1
CCOc1ccc(NS(=O)(=O)c2ccc3[nH]cc(C(=O)NCC4CCCO4)c(=O)c3c2)cc1 (centres undefined),-45,-1,9,1.1
CC(=O)c1c(C)[nH]c(C(=O)N2c3ccccc3CC2C)c1C (centres undefined),-9,1,11,1
COc1ccc(NC(=O)CCNS(=O)(=O)c2ccc3c(c2)c(=O)n(C)c(=O)n3C)cc1,0,0,5,1
CCSc1nc(N)c(C#N)c(-c2ccccc2Cl)c1C#N,-13,-2,11,1.1
CC1Cc2ccccc2N1C(=O)c1cnsn1 (centres undefined),-8,4,10,1.1
COc1ccc(CCNC(=O)C2CCN(S(=O)(=O)c3cc(OC)ccc3OC)CC2)cc1,-38,2,11,0.97
CCOc1ccc(Nc2cc(C)nc3nc(C)nn23)cc1,-11,6,14,0.92
Cc1nn(C)c(C)c1S(=O)(=O)N1CCCC(C(=O)NCC2COc3ccccc3O2)C1 (centres undefined),-5,0,7,1
CCC1(C)Cc2c(C#N)c(N)n(N)c(=S)c2CO1 (centres undefined),-28,6,2,1
C=CCNC(=O)CCCCCNS(=O)(=O)c1ccc(OC)cc1,?,?,6,1.1
CCc1cccc(NC(=O)c2ccc(NS(=O)(=O)c3c(C)noc3C)cc2)c1,-5,-9,12,1.1
N#CCSc1nnc2sc3ccccc3n12,1,2,8,0.96
CCN(CC)C(=O)C1CC(c2ccc(OC)cc2)=NO1 (centres undefined),4,1,8,1.1
CCOC(=O)COc1ccc(S(=O)(=O)N2CCc3ccccc3C2)cc1,6,-11,3,1.1
Cc1noc(C)c1S(=O)(=O)Nc1ccc(C(=O)NCCc2ccccc2)cc1,55*,-5,16,1.1
Cc1ccccc1Cn1nc(C)c(NC(=O)c2noc3c2CCc2ccccc2-3)c1C,18,-5,8,1

# Single records, as listed above:
# `C=CCNC(=O)CCCCCNS(=O)(=O)c1ccc(OC)cc1` is entered as VLA-4 antagonist = ?; VLA-4 agonist = ?; LNCaP diff act = 6; Autofluor Jurkat = 1.1
# `CCOc1ccc(Nc2cc(C)nc3nc(C)nn23)cc1` is entered as VLA-4 antagonist = -11; VLA-4 agonist = 6; LNCaP diff act = 14; Autofluor Jurkat = 0.92

# Other structures:
compound,VLA-4 antagonist,VLA-4 agonist,LNCaP diff act,Autofluor Jurkat
CSc1ccc2nnc(-c3cccc(F)c3)n2n1,-19,-4,6,1.1
Cc1ccccc1Cn1cc(NC(=O)c2noc3c2CC(C(C)(C)C)CC3)cn1 (centres undefined),5,1,9,1.1
COC(=O)c1ccccc1NC(=O)c1cc(-c2cccs2)on1,-1,5,7,1.1
O=C(CSc1ccc2nnc(-c3cccc(F)c3)n2n1)NCc1ccco1,7,-4,9,1.1
CCOC(=O)/C(C#N)=C1\Nc2ccccc2N=C1N(CC(C)C)CC(C)C,?,?,14,2.3
CCCNC(=O)CS(=O)Cc1nc(-c2ccc(OC)cc2)oc1C (centres undefined),?,?,3,0.83
CCOC(=O)N1CCC(NC(=O)c2csc3c2CCCC3)CC1,2,-8,2,1
O=C(NCc1ccco1)c1noc2c1CCCCC2,-3,1,10,1
O=C(CCn1c(=O)c2ccccc2n(CC(=O)NCCC2=CCCCC2)c1=O)NCc1ccco1,-9,2,6,1
Cc1cc(C)cc(Nc2cc(=O)n(C3CCCCC3)c(=O)[nH]2)c1,17,-12,4,1.2
CCOCCOC(=O)C1=C(C)Nc2ccc(C)cc2S1,?,?,3,1.4
O=C(c1ccco1)N(Cc1cc2ccccc2[nH]c1=O)C1CCCCC1,-14,0,10,1.1
COc1ccc(NC(=O)C2(N(CC(C)C)C(=O)Cn3nnnc3N)CCCCC2)cc1,7,-2,12,1
CCOC(=O)CCCOC(=O)c1ccc(S(=O)(=O)N(C)C)cc1,-12,8,9,0.94
N#CCSc1nc2c(c(C3CC=CCC3)c1C#N)CCC2 (centres undefined),6,-8,7,1.1
CCOC(=O)N1CCN(C(=O)c2cn(C)c3ccc(S(=O)(=O)N4CCCC4)cc3c2=O)CC1,-13,-1,6,1.1
O=C(Nc1ccc2c(c1)OCO2)C1CCCN(S(=O)(=O)c2cccs2)C1 (centres undefined),-4,-6,5,1
COC(=O)c1ccccc1NS(=O)(=O)c1ccc2c3c(cccc13)C(=O)N2,13,-10,3,1.2
FC(F)(F)c1ccc(N2CCOCC2)c(Nc2nc3ccccc3n3cnnc23)c1,?,?,5,2.7*
COc1cccc(C(=O)Nc2ccc(C)cc2)c1,-13,0,19,1.1
N#Cc1ccccc1CSc1nc2ncc(Br)cc2[nH]1,?,?,17,1.4
